Compound activity (PubChem)
Dynein cargo inh: inhibitors of GR-EGFP nuclear translocation, primary screen, dynein cargo transport inhibitor project, imaging, high-content, 3617.4 mouse cells. test concentration mostly 20 µM; stimulated with dexamethasone, 1 µM; stronger effect = lower value. z-score, hits read low. hit rate 0.47% among 220,000. AID 1381, 2008;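 active = plate z-score of nuclear minus cytoplasmic receptor signal below a set negative limit, without overly bright fluorescence or cell loss, cut at about -3.5 in these data, passing the limit was not always enough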;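 also: z-score of nuclear minus cytoplasmic ring GR-EGFP intensity difference per well; some compounds called inactive have numbers as strong as hits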
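Buffer or medium: tetracycline-free induction medium containing charcoal-stripped FBS / Reagent: dexamethasone agonist, 1.0 µM final, for 30 min / Technique: automated 10x imaging of fixed Hoechst-stained cells / Times: induction 48 h, compound 1 h, agonist 30 min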
Autophagy HCS: autophagy modulators in MEF cells, primary screen, imaging, high-content, MEF GFP-LC3; MEF GFP-LC3 puncta imaging; test concentration mostly 10 µM; calls only at 10 µM (by protocol); hit rate 0.98% among 190,000; AID 463193, 2010;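 active = percentage of spot-positive cells more than 3 SD above its plate mean, without a fluorescence outlier flag or 80% toxicity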;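 also: spot-positive cell cutoff set from DMSO-treated cells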
Yfh1-depleted yeast: enhancers of respiration in Yfh1-depleted yeast, dose response, Friedreich's ataxia, plus single-dose screen (AID 1465); hit rate 0.074% among 220,000; fold induction at 50 µM, or EC50 in µM where a hit was titrated; S. cerevisiae Yfh1-off respiration, WST-1 reduction, 72 h; higher fold induction means a stronger effect;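 active = fold induction of absorbance versus untreated yeast above a set limit, then at least 30% activation at any dose in follow-up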;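 also: activators that raise dye reduction in frataxin-depleted yeast; strong numbers were not always called active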
b-catenin transl: modulators of beta-catenin nuclear translocation, primary screen, imaging, HeLa cells, immunofluorescence, high-content | nuclear translocation activity, % at 5 µM | hit rate 0.3% among 190,000;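 active = nuclear translocation activity above 50% at 5 µM, with a well cell count of 50 or more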;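 also: per-cell ratio of nuclear to cytoplasmic median beta-catenin stain intensity; plate controls were DMSO negative control for no effect and GSK-3 inhibitor IX positive control for full effect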
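assay system = human HeLa cells, endogenous beta-catenin | times = compound treatment 24 h, 37°C, 5% CO2 | detection = Anti-beta-catenin immunofluorescence on PFA-fixed, Triton-permeabilized cells, DAPI nuclei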
human PMI inhibition: inhibitors of human PMI, primary screen, biochemical, fluorescence intensity, coupled assay (AID 1209); purified PMI enzyme, coupled fluorescence intensity; higher % means a stronger effect; one-dose inhibition, % at 20 µM; IC50 in µM for titrated hits; hit rate 0.42% among 190,000;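 also: plate controls were DMSO vehicle for no effect and wells lacking substrate for full effect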
Ins promoter up: insulin promoter activators in MIN6 cells, imaging, high-content screening, mouse beta cells; AID 1625, 2009; MIN6 insulin promoter-GFP reporter; stronger effect = higher value; z-score at 5 µM; hit rate 0.3% among 190,000;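 active = z-score above 3 at 5 µM with at least 500 cells counted in the well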
MT stabilizer: microtubule stabilizers in HeLa cells, primary screen, imaging, high-content imaging; HeLa tubulin immunostaining HCS, 24 h; share of cells brighter than vehicle mean+2SD; % tubulin-high responders, % at 10 µM; hit rate 0.83% among 200,000; AID 2205, 2009;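 active = plate Z-score above 3 for both tubulin-high and condensed-nucleus cell shares, with cell loss under 80%, at 10 µM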;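 also: anti alpha tubulin signal scored within the nucleus-defined area of each cell; some results filed as inactive read as strong as hits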
PMI inhibition: human PMI inhibitors, high substrate, primary screen, biochemical, fluorescence intensity, high mannose 6-phosphate (AID 1220); inhibition, % at 20 µM, or IC50 in µM where a hit was titrated; recombinant PMI enzyme, coupled fluorescence intensity; higher % means a stronger effect; hit rate 0.66% among 190,000
WT yeast gro inh: growth inhibition of WT strain, primary screen, mitochondrial fusion inhibitor project, WT and mutant strains, chemical genetic; inhibition, % at 10 µM; mitochondrial fusion phenotypic screen; hit rate 2.1% among 190,000; in the data active = inhibition above about 58%; tested in S. cerevisiae
WT yeast gro inh mutant strain: second read-out of WT yeast gro inh, no call of its own (marks repeat the call); inhibition, %; mitochondrial fusion phenotypic screen, mutant strain inhibition
Dynein cargo inh cytoplasmic EGFP: also measured in Dynein cargo inh; calls as there; z-score; measured here: cytoplasmic GR-EGFP intensity; stronger effect = higher value
Dynein cargo inh nuclear GR-EGFP: recorded beside Dynein cargo inh, whose call it bears; z-score; measured here: nuclear GR-EGFP intensity;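 lower value marks the stronger effect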
Dynein cargo inh cell count: recorded beside Dynein cargo inh, whose call it bears; z-score; measured here: cell count per field
Ins promoter up cell count: recorded beside Ins promoter up, whose call it bears; cell count; measured here: cytotoxicity, nuclei count;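 total cells summed across four imaged fields per well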
b-catenin transl cell count 5 µM: second read-out of b-catenin transl, no call of its own (marks repeat the call); cell count; measured here: cell count, cytotoxicity flag
MT stabilizer Hoechst-high %: also measured in MT stabilizer; calls as there; % Hoechst-high responders; measured here: nuclear condensation Hoechst responders;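 share of cells brighter than vehicle mean plus two SD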
MT stabilizer cytotoxicity %: second read-out of MT stabilizer, no call of its own (marks repeat the call); toxicity, %; measured here: cytotoxicity by cell density;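 0% = mean cell density of plate MIN control wells and 100% = no cells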
Autophagy HCS cell loss 18 h: also measured in Autophagy HCS; calls as there; toxicity, %; measured here: cell loss, nuclei count;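 cell loss after 18 h compound exposure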
An asterisk follows results filed as active; i = inactive; · = no result given. Rule as the data show it, unless noted: active = inhibition above about 50%; inactive = the rest.

SMILES	Dynein cargo inh	Dynein cargo inh cytoplasmic EGFP	Dynein cargo inh nuclear GR-EGFP	Dynein cargo inh cell count	Autophagy HCS	Autophagy HCS cell loss 18 h	Yfh1-depleted yeast	b-catenin transl	b-catenin transl cell count 5 µM	human PMI inhibition	Ins promoter up	Ins promoter up cell count	MT stabilizer	MT stabilizer Hoechst-high %	MT stabilizer cytotoxicity %	PMI inhibition	WT yeast gro inh	WT yeast gro inh mutant strain
C[C@@H](O)C1NC(=O)[C@H](CCCCN)NC(=O)c2cc([N+](=O)[O-])cc(I)c2NCCC[C@@H](C(N)=O)NC1=O (stereo partly specified)	0.51	-0.34	0.53	0.59	i	5	i	0.2	556	-6%	-0.09	603	3.5	1.2	7.1	1%	3	-15
O=C(COC(=O)c1ccccc1)Nc1cc(Cl)ccc1Oc1ccccc1	0.033	-0.22	0.14	0.53	i	0	i	-0.2	1139	11%	-0.77	1416	6.6	1.7	11	0%	-8	-6
COc1ccccc1CNC(=O)C(NC(=O)c1ccccc1C)C(C)C (stereo unspecified)	-0.95	-0.24	-0.54	1.4	i	-9	i	-0.8	986	-13%	0.05	1621	2.3	1.4	7.5	-11%	7	2
COC(CNC(=O)c1cccc2c1C(=O)N(Cc1cccnc1)C2)OC	-0.067	0.19	-0.11	-0.13	i	4	i	·	·	-14%	-0.4	907	1.7	1.3	6.1	-11%	-8	-10
CC(=O)Nc1ccc2nc(SCC(=O)NCCOc3ccccc3)sc2c1	-0.89	-0.2	-0.62	0.55	i	-2	i	·	·	2%	·	·	3.4	2.4	6.1	3%	-2	16
CC(C)c1ccc(NC(=O)CNS(=O)(=O)c2ccc(F)cc2)cc1	0.41	-0.21	0.42	-0.49	i	16	i	2.7	878	-2%	-0.11	1530	4.1	1.3	12	1%	-2	5
CCC(C)NS(=O)(=O)c1ccc(S(=O)(=O)N2CC=C(c3ccc(F)cc3)CC2)cc1 (stereo unspecified)	1.6	-0.13	1	-2.1	i	5	i	0.5	917	13%	-0.45	1105	2.4	3.5	13	2%	4	-10
COc1ccc(/C=C(/C(=O)Nc2ccccc2C(=O)N2CCCC2)c2ccccc2)cc1	-0.15	-0.22	-0.2	0.44	i	7	i	-1.8	1426	14%	-0.62	1035	1.6	1.3	4.4	6%	27	-7
CCOc1cc(C(=O)Nc2ccc(N3CCOCC3)cc2)cc(Br)c1OC	0.41	-0.28	0.22	-0.53	i	5	i	2.2	1068	-1%	·	·	3.1	2.2	0.3	7%	-13	5
CC(=O)c1ccc(N2CCN(CC(=O)Nc3ccccc3N3CCOCC3)CC2)cc1	-0.18	-0.27	-0.34	0.47	i	34	i	-0.2	1089	-8%	-0.44	1191	0.9	1.7	6.4	-4%	-16	5
CCCC(=O)Nc1ccc(-c2nc3cc(C)c(C)cc3o2)c(O)c1	-0.1	-0.19	-0.09	-0.0029	i	-10	i	6.5	1109	-4%	-1.3	1228	0.8	2.1	9.6	-6%	5	11
CCOC(=O)c1c(/N=C/c2cccc([N+](=O)[O-])c2O)sc(C)c1C	-0.32	-0.21	-0.2	0.94	i	20	i	0.5	494	22%	0.04	1215	4.2	1.3	1.4	19%	19	16
Cc1ccc(S(=O)(=O)NCc2csc(-c3cccs3)n2)cc1	-1.1	-0.14	-0.21	0.95	·	·	i	-0.6	1304	·	-0.43	1132	·	·	·	·	·	·
CC1=CC=CC2=NC(=O)CC(C)(C(=O)N(CC(=O)NC(C)C)C3CCCC3)N12 (stereo unspecified)	0.59	-0.18	0.8	1.1	i	8	i	-1.5	1093	1%	-0.81	1291	3.9	1.8	2.2	-4%	12	12
O=C(Nc1ccccc1Cl)c1cnccn1	1.1	-0.26	0.57	0.38	i	-10	i	-2.1	916	-1%	1.2	1309	8.4	1.5	2.9	-6%	-2	14
CCOC(=O)N1CCN(C(=O)C2CCCN(S(=O)(=O)c3ccc(F)cc3)C2)CC1 (stereo unspecified)	-0.14	-0.29	0.032	0.3	i	7	i	-4.2	1014	8%	-0.69	1677	2.9	2.1	6.2	4%	-11	-1
COCc1cc(C)n(CC(=O)NC(C)c2ccccc2)c(=O)c1C#N (stereo unspecified)	-0.54	-0.23	-0.28	0.88	i	1	i	-6.0	840	3%	0.37	1128	1.5	1.3	5.3	5%	-7	-3
Cc1ccc(NC(=S)NCCCN2CCOCC2)cc1C	1.3	-0.23	1.4	-1	·	·	i	-0.7	1287	·	0.05	942	·	·	·	·	·	·
Cc1[nH]c2ccccc2c1C(=O)COC(=O)Cn1cnc2ccccc21	0.011	-0.18	0.12	0.017	i	4	i	-0.7	1106	4%	0.14	1466	2.5	1.0	6.0	2%	1	2
C=CCn1c(=O)c2c(nc3n2CCN3c2cccc(Cl)c2C)n(C)c1=O	-0.41	-0.17	0.017	1.3	i	1	i	-2.7	974	2%	0.3	1273	1.9	6.0	9.1	1%	-1	14
Cc1ccc2nc(SCC(=O)Nc3nonc3N)[nH]c2c1	-0.074	-0.25	-0.44	0.9	i	-4	i	-0.9	1558	9%	0.02	1398	2.7	3.3	3.4	6%	-1	11
Cc1ccc(SCCNC(=O)/C=C/c2ccc([N+](=O)[O-])cc2)cc1	0.86	-0.22	0.85	-1.6	i	11	i	0.2	986	13%	-0.03	1276	2.1	2.0	2.8	-4%	25	4
Cc1c(C(=O)O)nnn1-c1ccccc1	-0.84	-0.23	-0.13	0.64	·	·	i	0.4	1481	7%	1.1	1401	2.4	1.5	7.5	3%	9	11
Cc1cccc(-n2c(=O)cc(N3CCN(c4ccc(F)cc4)CC3)[nH]c2=O)c1	-0.82	-0.25	-0.42	0.14	·	·	i	-3.9	1317	-5%	0.18	1260	10	1.2	3.6	4%	11	5
COc1cccc(CN2CCN(Cc3nc(-c4cccs4)oc3C)CC2CCO)c1 (stereo unspecified)	-0.19	-0.3	-0.29	0.9	i	9	i	-1.3	1014	5%	-0.67	1432	4.4	2.4	3.3	7%	0	12
(listing goes on)
SMILES	Dynein cargo inh	Dynein cargo inh cytoplasmic EGFP	Dynein cargo inh nuclear GR-EGFP	Dynein cargo inh cell count	Autophagy HCS	Autophagy HCS cell loss 18 h	Yfh1-depleted yeast	b-catenin transl	b-catenin transl cell count 5 µM	human PMI inhibition	Ins promoter up	Ins promoter up cell count	MT stabilizer	MT stabilizer Hoechst-high %	MT stabilizer cytotoxicity %	PMI inhibition	WT yeast gro inh	WT yeast gro inh mutant strain
Cc1ccc(NC(=O)CCCSc2ccccc2)cc1S(=O)(=O)N1CCOCC1	1.8	0.0048	0.62	-1.3	i	4	i	-1.0	1035	10%	-0.58	1605	3.5	2.7	9.4	10%	5	-16
S=c1[nH]nc(-c2ccncc2)n1/N=C/c1cccc(Cl)c1	-0.95	0.19	-0.043	0.55	·	·	i	0.8	1241	·	-0.45	1074	·	·	·	·	·	·
CCOc1cc(CC(=O)N[C@@H](CC(C)C)c2ccccc2N2CCCCC2)ccc1C(=O)O	·	·	·	·	·	·	i	-2.5	1191	7%	-0.33	1452	·	·	·	-5%	-6	5
CCC(=O)NC(=S)Nc1ccc(NC(=O)c2ccc(Br)o2)cc1	1.9	-0.11	0.67	-1.2	i	3	i	-2.0	1042	12%	-0.37	1503	5.7	0.9	7.1	4%	5	0
Cc1ccccc1OCC(=O)OC(C(=O)c1ccccc1)c1ccccc1 (stereo unspecified)	-0.089	-0.25	0.021	0.62	i	-8	i	·	·	12%	0.13	1325	2.2	2.0	11	13%	8	-10
Cc1cc(C)nc(SCSc2nc(C)cc(C)n2)n1	-0.62	-0.22	-0.066	1	i	-8	i	-1.3	751	2%	4.5*	861*	3.4	2.2	2.1	-4%	7	7
Cc1cccc(/C(N)=N/OC(=O)C23CC4CC(CC(C4)C2)C3)c1	-0.54	0.59	-0.52	1.1	i	8	i	12	398	9%	0.32	1226	3.3	5.0	2.9	7%	72	74
O=C(COC(=O)/C=C/c1ccco1)Nc1ccccc1	-1.2	-0.36	-0.22	2.1	i	10	i	-4.9	1183	18%	-0.27	1288	3.9	0.9	9.4	19%	0	11
CC(C)COc1ccc(N)cc1OCC(C)C	2.2	-0.2	2.2	-2.4	i	12	i	-1.4	1103	-34%	0.03	1255	2.8	1.1	3.0	27%	-13	-5
CCC(SC1=Nc2ccccc2C2=NC(CC(C)C)C(=O)N12)C(=O)Nc1ccc2c(c1)OCO2 (stereo unspecified)	0.17	-0.2	0.47	1.5	i	-2	i	·	·	20%	-0.66	1287	2.7	3.2	9.3	19%	-12	-15
N#Cc1ccc(-c2csc(-c3ccno3)n2)cc1	-0.68	-0.27	-0.31	0.79	·	·	i	-2.3	1263	·	0.12	1122	·	·	·	·	·	·

Among those listed so far, 2 have a COOH group:
SMILES	Dynein cargo inh	Dynein cargo inh cytoplasmic EGFP	Dynein cargo inh nuclear GR-EGFP	Dynein cargo inh cell count	Autophagy HCS	Autophagy HCS cell loss 18 h	Yfh1-depleted yeast	b-catenin transl	b-catenin transl cell count 5 µM	human PMI inhibition	Ins promoter up	Ins promoter up cell count	MT stabilizer	MT stabilizer Hoechst-high %	MT stabilizer cytotoxicity %	PMI inhibition	WT yeast gro inh	WT yeast gro inh mutant strain
Cc1c(C(=O)O)nnn1-c1ccccc1	-0.84	-0.23	-0.13	0.64	·	·	i	0.4	1481	7%	1.1	1401	2.4	1.5	7.5	3%	9	11
CCOc1cc(CC(=O)N[C@@H](CC(C)C)c2ccccc2N2CCCCC2)ccc1C(=O)O	·	·	·	·	·	·	i	-2.5	1191	7%	-0.33	1452	·	·	·	-5%	-6	5
